KDM5B inh: KDM5B demethylase inhibition. Q9UGL1. KDM5B demethylase, FDH-coupled NADH fluorescence (FDH is formaldehyde dehydrogenase). Potency, µM (highest dose often 57.7 µM), inactives show top-dose activity change, negative = inhibition, actives largely listed as inhibitors. 220,000 compounds, 2.6% hits. AID 1347165; active = well fitted inhibition curve with a large enough effect; inconclusive = small, poorly fitted or top-dose-only effect; inactive = no such curve, though single readings can be large or run the other way; also: 0% is about no effect; nearly all actives have a fitted effect of over 70% in size
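Here, H3K4me3 peptide (12.5 µM in substrate mix) is demethylated by KDM5BΔAP, 200 nM final, after 10 min compound exposure. Formaldehyde product is coupled through FDH (0.25 U/mL in mix) to NADH fluorescence; 30-min ΔRFU feeds dose-response curves.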
The depositor's hits bear a star; i = inactive; ? = inconclusive; [ ] = another dose, or the depositor's remark. Potency is read from the fitted curve at half-maximal effect. A portion of the library; rates above refer to the full screens.

SMILES,KDM5B inh
CCOC(=O)C1CCN(C(=O)c2nn(-c3ccc(OC)c(Cl)c3)c(=O)c3c2c2ccccc2n3C)CC1,-6%
COCC(=O)N(C1CCOCC1)C1CCN(S(=O)(=O)c2c(C)noc2C)CC1,22%
CC1(C)CC(NC(=O)CCCc2ccccc2)CC(C)(C)N1,-11%
O=C(NC1CCCCC1)N1C[C@@H]2C[C@H](C1)c1c(NS(=O)(=O)c3cccc(F)c3)ccc(=O)n1C2,38%[activator]
Cc1cc(C)cc(NC(=O)Cn2c(=O)n(Cc3ccco3)c(=O)c3oc4ccccc4c32)c1,-23%
CNC(c1ccccc1)c1nc(-c2cccnn2)no1 (stereo not drawn),15%
Cc1ccc(-n2ncc(C(=O)N3CCN(c4ccc(Cl)cc4)CC3)c2C2CCN(C(=O)OC(C)(C)C)CC2)c(C)c1,-14%
COc1cc(NC(=O)Cn2c(-c3cccc(Cl)c3)nc(C)c(CCO)c2=O)cc(OC)c1OC,2%
O=C(CCC(=O)c1ccc2c(c1)OCCO2)NC1CCCCC1,-1%
Cc1c(-c2cc(C(=O)N[C@@H]3CCOC[C@H]3OCC(=O)O)no2)cnn1C,?
Cn1c(-c2ccccc2)c(C(=O)C(N)=O)c2ccccc21,3%
CNCc1cc(Cl)cc(OC)c1OCc1ccccc1,24%
Oc1ccc2cccc(O)c2c1,?
CC(C)(C)OC(=O)N1CCc2nc(N3CCN(c4ncccn4)CC3)ncc2C1,-1%
CC1CCN(c2oc(-c3ccc(F)cc3)nc2C#N)CC1,?
COc1ccc(CCNC(=O)c2cc3c(s2)-c2c(C)cccc2OC3)c(OC)c1,?
O=C(N[C@@H]1CN(Cc2ccc(F)cc2F)C[C@H]1CO)c1cnccn1,15%
Cc1ccc(S(=O)(=O)N2CCCC(CCC(=O)NCc3ccccn3)C2)cc1 (stereo not drawn),4%
O=C(c1ccc2nc(-c3ccccc3)cn2c1)N1C[C@@H]2CCC[C@H]1C2,22µM*
O=C(c1cccs1)N1CCC(Cc2nc(C3CCOCC3)no2)CC1,-18%
CCOCC(=O)N1CCC(Oc2ncccc2C(=O)N2CCCCC2)C1 (stereo not drawn),-13%
O=C(NCc1ccc(F)cc1)c1ccc2c(c1)nnn2C1CCCC1,-14%
CC(=O)Nc1ccc(S(=O)(=O)N2C[C@@H]3C[C@H](C2)c2ccc(-c4ccc5ccccc5c4)c(=O)n2C3)cc1,25µM*
CC(C)c1cc(C(=O)N2CC[C@@](O)(C3CCOCC3)[C@H](C)C2)cs1,12%
COCCOC1CCN(C(=O)COc2ccc(C)cc2)CC1,-9%
C/C(CC(=O)Nc1ccc2c(c1)OCCO2)=N\NC(=O)Cc1ccccc1,13%
CCc1nc(SCC(=O)Nc2ccc([N+](=O)[O-])cc2)n[nH]1,-40%
CCCCCCCNC(=O)CCC(=O)NCCC,-13%
CCN(CC)C(=O)C1CCN(c2nnc(C)c3c(C)n(-c4ccc(Cl)cc4)nc23)CC1,-3%
O=C1NCCOCCCN(S(=O)(=O)c2ccccc2)[C@H]2CCCC[C@@H]12,19%

2 of the compounds above, with the structure last:
KDM5B inh	mol
-11%	CC1(C)CC(NC(=O)CCCc2ccccc2)CC(C)(C)N1
38%[activator]	O=C(NC1CCCCC1)N1C[C@@H]2C[C@H](C1)c1c(NS(=O)(=O)c3cccc(F)c3)ccc(=O)n1C2

5 of the entries above in order of their number in KDM5B inh, highest first.
molecule | KDM5B inh
Cn1c(-c2ccccc2)c(C(=O)C(N)=O)c2ccccc21 | 3%
CCOC(=O)C1CCN(C(=O)c2nn(-c3ccc(OC)c(Cl)c3)c(=O)c3c2c2ccccc2n3C)CC1 | -6%
COCCOC1CCN(C(=O)COc2ccc(C)cc2)CC1 | -9%
CCCCCCCNC(=O)CCC(=O)NCCC | -13%
O=C(NCc1ccc(F)cc1)c1ccc2c(c1)nnn2C1CCCC1 | -14%

The listing continues.
SMILES,KDM5B inh
COc1ccc2[nH]c(=O)c(CCC(=O)NCCc3ccc(S(N)(=O)=O)cc3)cc2c1,?
CCc1cccc2c(C(=O)C(=O)NCc3ccc(OC)cc3)c[nH]c12,-12%
CC(=O)Nc1ccc(S(=O)(=O)N2CCCC3CCCCC32)cc1 (stereo not drawn),2%
COCCN1C(=O)c2n[nH]c(-c3ccco3)c2C1c1ccc(OC)cc1 (stereo not drawn),-28%
O=C(CCc1conc1-c1cccc(F)c1)NC1CCCCCC1,5%
O=c1cc(CN2CCN(c3ccc(F)cc3)CC2)c2cc(Cl)c(O)cc2o1,?
COc1ccccc1NS(=O)(=O)c1cccc(C(=O)N2CCc3sccc3C2)c1,13%
COC(=O)/C(C#N)=C/c1c(Oc2cccc(C)c2)nc2ccccn2c1=O,12%
COc1ccc(NC(=O)c2cc(=O)[nH]c3ccccc23)c(OC)c1,-13%
O=c1[nH]nc(SCc2nc(-c3ccccc3Cl)no2)n2nc(-c3ccco3)cc12,-19%
COc1ccccc1C(=O)NCc1nnc2cc(-c3nc(C4CC4)no3)ccn12,28µM*
Cc1ccc(CNC(=O)C(C)n2ccc3cc(S(=O)(=O)N4CCCC4)ccc32)cc1 (stereo not drawn),-20%
c1cc2c(cc1-c1n[nH]c(C3CCOCC3)n1)OCO2,-5%
O=S(=O)(Nc1ccccc1-c1n[nH]c(C2CC2)n1)c1cc(Cl)ccc1Cl,-3%
O=C(c1ccccn1)N1C[C@@H]2OCC(=O)N(CC3CC3)[C@@H]2C1,11%[86.2 µM]
CSc1ccc(-c2nc3cnccn3c2Nc2ccc3c(c2)OCCO3)cc1,?
Cc1ccc(C(=O)N2CCC3(CC2)NC(=O)N(Cc2ccc(F)cc2)C3=O)cc1,2%
O=C(C1CCOC1)N1CC(Oc2ccc(-c3nc(-c4ccccc4)no3)cc2)C1 (stereo not drawn),-22%
Cc1nc(N2CCCC2)ncc1C(=O)NCc1cccc(Cl)c1,?
CCOc1ccccc1C1NC(=O)N(CC(=O)Nc2cccc(F)c2)C2=C1C(=O)OC2 (stereo not drawn),12%
COCCc1ccc(OS(=O)(=O)c2ccc(C)cc2C)cc1,20%
CN(C)CCNc1nc2sc3c(c2c(=O)n1CCc1ccccc1)CCCCC3,10%
CC(C)CCN1CCC(N2CCN(S(=O)(=O)c3ccc(F)c(F)c3)CC2)C1=O (stereo not drawn),23%
N#Cc1ccc(S(=O)(=O)N2CC[C@@H]3C(=O)NCCCCCCN(Cc4ccncc4)[C@@H]3C2)cc1,-10%
COc1cc(/C=C/c2ccc3c(Br)cc(Br)c(O)c3n2)ccc1O,-53%
C=CCNC(=O)c1cn2c(n1)CN([S+](=O)([O-])c1cccc(OC)c1)CC2,-3%[115 µM]
CCOc1cccc(C(=O)Nc2ccc(NC(=O)c3ccc(Br)cc3)cc2)c1,?
Cc1cccc(OCC(=O)OCc2cc(=O)n3nc(C4CCCCC4)sc3n2)c1,4%
Cc1cc(C)c2oc(-c3ccc(NC(=O)COc4ccccc4C)cc3)nc2c1,i
Cc1ccc(NC(=O)CN2C(=O)C(c3ccc(F)cc3)=NC23CCCCCC3)c(C)c1,-14%
O=C(Nc1ccc(Oc2ccccc2)cc1)c1ccc(F)c(S(=O)(=O)N2CCN(c3cccc(Cl)c3)CC2)c1,-22%
CCC1CN(C(=O)N2CCC(C(=O)NCCc3ccc(C)cc3)CC2)c2ccccc2O1 (stereo not drawn),-12%
COc1ccc2[nH]c(C(=O)N/N=C/c3ccc(O)cc3O)cc2c1,?
COc1cccc(-c2cc(C(=O)NCCc3n[nH]c(=O)n3C)[nH]n2)c1,20%
CN1CCC(OC2CCN(C(=O)C3CC3)CC2)CC1,21%
CCCN(CC1CCOC1)C(=O)c1c(F)cccc1Cl (stereo not drawn),-6%
O=C(O)CCC(=O)N1CCC2(CC1)CC(c1ccccc1)=NO2,9%[149 µM]
Cc1cccc(CNC(=O)C2CCC(CNS(=O)(=O)c3ccc4c(c3)CCCC(=O)N4)CC2)c1 (stereo not drawn),4%
COCCN1CC2(CCC1=O)CCN(C(=O)[C@@H]1C[C@@H](O)CN1)CC2,?
COc1nccc(N2CCC(CC(=O)NCc3cccc(OC)c3OC)CC2)n1,10%
Cc1nc2ccc(C(=O)OCC(=O)NCC(C)C)cc2nc1C,-18%
CC(=O)N1N=C(c2ccc(F)cc2)CC1c1ccc2nccnc2c1 (stereo not drawn),6%
Cc1cccc(-c2cc(C(=O)Nc3cccc(C)n3)c3ccccc3n2)c1,?
Clc1cccc(CSc2nnc(C3CCNCC3)o2)c1,11%
CCc1ccc(C(=O)NC(C)(C)c2cn([C@H]3CN[C@H](C(=O)NC)C3)nn2)cc1,19%
CSc1ccccc1NC(=O)COC(=O)CNC(=O)CC12CC3CC(CC(C3)C1)C2,5%
Cc1ccccc1CNC(=O)CCNS(=O)(=O)c1c(C)[nH]c(C)c1C(=O)N1CCCCC1,21%
CCCCS(=O)(=O)N1CCn2nc(C(O)c3nccn3C)cc2C1 (stereo not drawn),10%
CC(=O)N1CCN(S(=O)(=O)c2cccc(C(=O)Nc3ccc(OC(F)F)cc3)c2)CC1,8%
CCCNC(=O)NC[C@@H]1C=C(C)[C@H](Cc2nc3ccccc3[nH]2)C[C@H]1C(C)C,-29%[86.2 µM]
COCCN1Cc2ccc(Nc3cccnc3)nc2C(C)(C(=O)NCc2ccncc2)C1 (stereo not drawn),25µM*
Cc1ccc(C)c(Cn2c3ccccc3c3cnn(CC(=O)NC(C)CCc4ccccc4)c(=O)c32)c1 (stereo not drawn),16%
Cc1ccc(-c2noc(-c3nnn(CC(=O)Nc4cc(C)cc(C)c4)c3N)n2)cc1,8%
O=S(=O)(Cc1ccccc1)N1CCCC(Cc2noc(-c3cccnc3)n2)C1 (stereo not drawn),-5%
CCC(=O)NCC12CCC=C1N(C)C(=O)CC2 (stereo not drawn),-7%
O=C(Nc1nc2c(F)cccc2s1)c1ccc2c(c1)OCCO2,?
CC(C)c1nnc(NC(=O)c2nc(SCc3ccc(F)cc3)ncc2Cl)s1,-10%
COc1ccccc1NC(=O)c1ccc(NC(=O)c2ccccc2SCC2CCCO2)cc1 (stereo not drawn),?
COc1ccc(NC(=O)c2cc(-c3ccccc3O)no2)cc1,3%
CCOc1ccc(CNC2CCCCC2C)cc1 (stereo not drawn),21%

Going on with the list.
SMILES,KDM5B inh
COc1ccc(OC(=O)CCc2ccc3c(c2)OCCO3)cc1,13%
CCOc1ccccc1CNC(=O)Cn1cc2c(n1)-c1c(oc(C(=O)N3CCCC3)c1C)CC2,?
CCOC(=O)Cn1c(=O)oc2cc(S(=O)(=O)NC(C)(C)CC)ccc21,-16%
Cc1ccc2nc(SCC(=O)Nc3oc(C)c4c(C)n[nH]c(=O)c34)[nH]c2c1,-8%
COc1cc(-c2nnc(COc3nncc4ccccc34)o2)cc(OC)c1OC,-9%
CCc1ccccc1NC(=O)Cn1c(=O)n(CCc2ccccc2)c(=O)c2sc3ccccc3c21,-26%
Cc1cc(C)cc(NC(=S)/C(=C(\[O-])c2ccc(Cl)cc2Cl)[n+]2ccc(C(C)(C)C)cc2)c1,62%[activator]
COC(=O)[C@@H]1Cc2c([nH]c3ccccc23)[C@H]2C[C@@H](NCCNC(C)=O)C[C@@H](c3ccc(C(C)C)cc3)N21,?
CN(C)C[C@@H]1CN(Cc2ccccc2)C[C@H]1NC(=O)c1cccn1C,-12%
Cc1nc2ccccc2nc1SCC(=O)NC(C)c1ccccc1 (stereo not drawn),9%
O=C(NC[C@H]1COCc2nc3cccnc3n21)Nc1ccccc1,12%[86.2 µM]
COCCn1c(-n2nc(C)cc2C)nc2c1c(=O)n(Cc1ccccc1)c(=O)n2C,8%
CCOC(=O)c1c(C)[nH]c(C)c1S(=O)(=O)N(C)CC(=O)Nc1ccc(C)c(F)c1,-1%
O=C(NCc1ccco1)c1cc2c(s1)CCN(C(=O)c1ccc(Cl)cc1)C2,-30%
COc1ccnc(-c2nnc3ccc(N4C[C@@H](C)O[C@@H](C)C4)nn23)c1,-40%[86.2 µM]
C=CCSc1nc2c(c(=O)n(C)c(=O)n2C)n1Cc1ccccc1Cl,14%
Cc1noc(-c2ccc(-c3noc(-c4cccc(F)c4)n3)cc2)n1,?
COCCCNC(=O)CCCN1C(=O)COc2ccc(C(=O)COc3cccc(C)c3C)cc21,-4%
CCCCC(c1nnnn1CS(=O)(=O)c1ccc(C)cc1)N1CCC(C(N)=O)CC1 (stereo not drawn),13%
COc1ccc(C(=O)N2CCC(N3C(=O)C(O)C34CCCCC4)CC2)cc1F (stereo not drawn),-8%
Cc1nn(CCc2nnc(Nc3ccn(Cc4ccccc4Cl)n3)s2)c(C)c1Cl,11%
CC1=C(C(=O)Nc2ccccc2C)C(c2ccccn2)n2ncnc2N1 (stereo not drawn),3%
COc1ccc(NC(=O)Cc2c(Cl)cccc2Cl)cc1OC,11%
CC(=O)N1CCC(C(=O)NCc2ccccc2)(N(C(=O)c2ccc(C)cc2)c2ccccc2F)CC1,-7%

High-throughput results from PubChem.
